Compound activity deposited in PubChem BioAssay by Broad Institute.
SR-BI DiI-HDL act: enhances SR-BI lipid uptake from DiI-HDL; CHO ldlA[mSR-BI] cells, DiI-HDL uptake fluorescence, 3 h; 100 = double the neutral-control signal; activation, % at 12.5 µM; AID 504775; 320,000 tested, 0.096% active;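 active = mean replicate activation of at least 60% and every replicate at or above 60%; inconclusive = mean or all-replicate condition met, but not both; inactive = mean below 60% and not all replicates reaching 60%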;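 note: 0% = median plate neutral-control signal and 100% = twice that signal; values of inactives mirror those of a sister screen read the other way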
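Material: SR-BI-overexpressing, LDLR-lacking CHO cells; schedule: compound exposure 3 h, 37 °C; reagent: DiI-labelled HDL at 10 µg/mL final; technique: bottom-read fluorescence, 550/595 nm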
NSD2 HMT inh: blocks human histone methyltransferase NSD2; 310,000 tested, 0.54% active; NSD2 peptide methylation, AlphaScreen, 120 min; inhibition, % at 12.5 µM; in the data active = inhibition above about 50%
Rtt109 HAT inh: blocks Candida albicans Rtt109/Vps75 acetyltransferase activity; purified Rtt109/Vps75, ThioGlo CoA-SH fluorescence, 4 h; inhibition, % at 34.9 µM; 330,000 tested, 0.16% active; AID 540336;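 active = inhibition of at least 50% in every replicate; inconclusive = best replicate reaches 50% inhibition but some replicates fall short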
Target sequence (Q5AAJ8 whole entry, looked up): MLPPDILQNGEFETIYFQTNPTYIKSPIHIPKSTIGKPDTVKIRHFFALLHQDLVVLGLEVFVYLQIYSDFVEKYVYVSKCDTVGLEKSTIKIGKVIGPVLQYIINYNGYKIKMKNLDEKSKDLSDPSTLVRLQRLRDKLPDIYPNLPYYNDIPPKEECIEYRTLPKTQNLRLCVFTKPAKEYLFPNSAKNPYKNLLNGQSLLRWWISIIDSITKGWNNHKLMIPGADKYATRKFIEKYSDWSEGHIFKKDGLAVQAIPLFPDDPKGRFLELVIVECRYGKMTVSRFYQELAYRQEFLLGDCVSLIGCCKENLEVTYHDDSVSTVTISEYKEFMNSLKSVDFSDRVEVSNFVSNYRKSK
MITF TRPM1 HTS: increases MITF-driven TRPM1 promoter luciferase signal. activation, % at 12.5 µM. 300,000 tested, 0.75% active. SK-MEL-5 TRPM1-promoter luciferase, 24 h; % of positive control, neutral wells = 0;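 active = mean activation of at least 80% with every replicate also reaching 80%; inconclusive = mean reaches 80% but some replicate falls short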;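 note: 0% = neutral control wells and 100% = parthenolide positive control wells; values of inactives mirror those of a sister screen read the other way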
dFosB act: enhances mouse delta FosB homodimer DNA binding | P13346 | purified delta FosB, TAMRA-CDK5 oligo fluorescence polarization; percent of positive-control signal above neutral wells | activation, % at 25 µM | 340,000 tested, 0.99% active;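 active = mean activation above about 17%, with every replicate also reaching it, limit read from the data, passing the limit was not always enough; inconclusive = only one of the two conditions met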;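 note: fluorescence polarization rise as delta FosB binds a TAMRA Cdk5 AP-1 oligo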
Target sequence (P13346 whole entry, looked up): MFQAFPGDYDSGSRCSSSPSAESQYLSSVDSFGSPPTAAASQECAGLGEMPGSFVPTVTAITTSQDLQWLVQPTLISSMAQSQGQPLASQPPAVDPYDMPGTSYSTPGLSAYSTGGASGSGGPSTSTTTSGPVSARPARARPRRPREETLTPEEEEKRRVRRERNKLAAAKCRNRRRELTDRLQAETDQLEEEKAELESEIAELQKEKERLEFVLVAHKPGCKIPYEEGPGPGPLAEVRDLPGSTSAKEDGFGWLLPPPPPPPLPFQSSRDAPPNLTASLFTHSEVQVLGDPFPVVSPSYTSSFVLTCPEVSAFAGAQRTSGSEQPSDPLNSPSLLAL
PvdQ inh: P. aeruginosa PvdQ acylase inhibition | 340,000 tested, 0.063% active | purified PvdQ acylase, fluorescence plate reader | AID 488965 | inhibition, % at 10 µM; in the data active = inhibition above about 30%, passing the limit was not always enough; inconclusive = no clear call, values can overlap the other calls;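 note: 0% = vehicle neutral wells and 100% = reference inhibitor wells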
CAL PDZ FP-1: blocks peptide binding to human CAL PDZ domain; AID 504414; purified CAL PDZ, TMR-peptide fluorescence polarization, 1 h; inhibition, % at 20 µM; Q9HD26; 330,000 tested, 0.02% active;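 active = highest replicate inhibition of at least 40%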;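 note: plate controls were DMSO neutral control wells for no effect and unlabeled competitor peptide control wells for full effect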
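material = purified tagged CAL PDZ domain construct (CerCALP) | compound dosing = 20 µM, one dose | times = 1 h at RT | measured by = fluorescence polarization from S- and P-plane intensities, G-factor corrected | read-out = inhibition from polarization loss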
SR-BI HDL uptake: mouse SR-BI HDL lipid transfer inhibition; inhibition, % at 12.5 µM; 320,000 tested, 0.96% active; Q61009; AID 488896; ldlA[mSR-BI] CHO cells, DiI-HDL uptake fluorescence, 3 h;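 active = mean replicate inhibition of at least 70% and a set share of replicates each scoring 70 or more; inconclusive = meets just one of the two criteria; inactive = fails both criteria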;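 note: 0% = median of neutral control wells and 100% = median of positive control wells; values of inactives mirror those of a sister screen read the other way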
PfHsp90 yeast 2: growth inhibition of yeast expressing Plasmodium Hsp90 | S. cerevisiae expressing PfHsp90, BacTiter-Glo ATP, 48 h; yeast lacking PDR1 and PDR3 efflux regulators | inhibition, % at 9.4 µM | 310,000 tested, 0.32% active;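 active = every replicate shows inhibition above about 80%, whatever the replicate mean, limit read from the data; inconclusive = mean inhibition reaches the set limit but some replicate falls short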;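 note: 0% = DMSO neutral controls and 100% = 20 µM radicicol positive controls; yeast relying on Plasmodium falciparum Hsp90 in place of its own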
CAL PDZ FP-2: inhibitors of human CAL PDZ peptide binding; Q9HD26; purified CAL PDZ, TMR-peptide fluorescence polarization, 1 h; inhibition, % at 24.9 µM; 300,000 tested, 0.92% active; AID 602252;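 active = mean inhibition of at least 30% with at least half of replicates also reaching 30%; inconclusive = no clear call, values can overlap the other calls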;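 note: 0% = DMSO neutral control and 100% = excess unlabeled competitor peptide PRC23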
Numbers without * were called inactive; ? = inconclusive; · = not tested or not shown.

SMILES	SR-BI DiI-HDL act	NSD2 HMT inh	Rtt109 HAT inh	MITF TRPM1 HTS	dFosB act	PvdQ inh	CAL PDZ FP-1	SR-BI HDL uptake	PfHsp90 yeast 2	CAL PDZ FP-2
CCN(CC)S(=O)(=O)c1ccc(Cl)c(C(=O)NC)c1	·	-1	12	-3	5	-6	-1.1	·	7	-2
CCOc1ccccc1OCC(=O)Nc1cc(C)on1	9	-3	-2	12	0	-4	0.1	-9	4	1
CN1CCN(S(=O)(=O)c2ccc(Nc3cccc(Cl)c3)c([N+](=O)[O-])c2)CC1	-15	1	5	3	-2	-2	-0.5	15	5	3
CCc1nnc(NS(=O)(=O)c2ccc(NC(=O)CCC(=O)OC)cc2)s1	12	-1	0	·	7	-15	1.1	-12	-4	-5
C=CCC(C(=O)OC)(C(=O)OC)c1ccc([N+](=O)[O-])cn1	0	-1	8	-11	-4	-7	-2.6	0	-36	-4
COc1ccc(NC(=O)Cn2c(C(C)C)nc(C)cc2=O)cc1Cl	4	0	18	-7	0	6	-2.2	-4	11	-6
CN1/C(=C/C=C(/C#N)C(N)=O)C(C)(C)c2ccccc21	1	0	0	-8	4	14	-0.2	-1	8	-1
COc1cc2c(=O)n(CCC(=O)NCC3CCCO3)c(=O)n(CC(=O)Nc3ccc(C)cc3)c2cc1OC (stereo unspecified)	·	-3	2	-7	-9	-5	-0.4	·	27	·
Cc1ccnc(NS(=O)(=O)c2cc([N+](=O)[O-])ccc2C)c1	7	-3	-2	-6	-5	-15	-0.2	-7	6	-2
COc1ccc2nc(SCC(=O)NC(C)C)[nH]c2c1	4	-1	1	·	-5	8	-1.5	-4	·	-4
CCCOc1ccc(C2Nc3cccc4cccc(c34)N2)cc1	-31	3	-4	·	-12	-14	0.6	31	-5	0
O=C1[C@H]2[C@@H](c3ccc(F)cc3)N3C(=O)N(c4ccc(C(F)(F)F)cc4)C(=O)[C@@]3(Cc3ccccc3)[C@H]2C(=O)N1C1CCCCC1	23	·	-4	6	6	-8	0.3	-23	12	-1

The list goes on, overlapping the part above by 2 compounds.
SMILES	SR-BI DiI-HDL act	NSD2 HMT inh	Rtt109 HAT inh	MITF TRPM1 HTS	dFosB act	PvdQ inh	CAL PDZ FP-1	SR-BI HDL uptake	PfHsp90 yeast 2	CAL PDZ FP-2
CCCOc1ccc(C2Nc3cccc4cccc(c34)N2)cc1	-31	3	-4	·	-12	-14	0.6	31	-5	0
O=C1[C@H]2[C@@H](c3ccc(F)cc3)N3C(=O)N(c4ccc(C(F)(F)F)cc4)C(=O)[C@@]3(Cc3ccccc3)[C@H]2C(=O)N1C1CCCCC1	23	·	-4	6	6	-8	0.3	-23	12	-1
O=c1c([N+](=O)[O-])c(N2CCCCC2)c2ccccc2n1-c1ccccc1	·	·	10	1	2	4	-0.2	3	9	-2
COC(=O)Nc1nc(-c2ccccc2)c(C(=O)c2ccc(Cl)cc2)s1	3	-3	20	-35	-1	-2	0.3	-3	-4	-3
CN(C)CC(O)CN1C(=O)NC(C)(C)C1=O (stereo unspecified)	25	-1	2	4	5	-9	-1.0	-25	17	3
COC(=O)[C@@]1(Cc2ccc(F)cc2)[C@@H]2[C@@H](CC(=O)[C@H]2CC(=O)C(=O)N(C)C)CN1C(=O)c1ccccc1	3	·	0	-5	2	-7	0.4	-3	-17	-7
COc1cc(OC)c(C(=O)OCC(=O)NC2CCCC2)cc1OC	17	-5	0	-3	-1	-10	0.6	-17	-21	-4
C/C(N)=C(/C#N)C(=O)COC(=O)c1ccccc1Oc1ccccc1	8	·	7	18	-7	-14	-0.2	-8	-11	-6
CC1=C(C(=O)Nc2ccc(C(=O)NC(C)c3ccccc3)cc2)SCCO1 (stereo unspecified)	-15	·	13	12	8	-10	-0.1	15	29	·
Cc1c(Br)c([N+](=O)[O-])nn1C(C)C(=O)Nc1ccc2c(c1)OCO2 (stereo unspecified)	1	1	-3	-1	1	2	-1.5	-1	-1	-3
O=C(Cc1ccccc1)c1c[nH]c(C(=O)NCCCN2CCOCC2)c1	8	10	-25	-3	-2	-25	-1.2	-8	-30	-12
Cc1cccc(C(=O)O/N=C(/c2ccccc2)c2ccncc2)c1	·	-2	-2	3	-19	-3	-3.3	·	·	-1
Cc1ccc(C(=O)NCCN2CCCC2)cc1	17	0	-7	·	-5	-13	0.1	-17	18	·
O=C(c1cccc(S(=O)(=O)N2CCOCC2)c1)N1CCN(S(=O)(=O)c2cccc([N+](=O)[O-])c2)CC1	0	2	8	0	-9	-10	-1.6	0	0	-3
Cc1ccc(N(C)C2=NC(=O)CS2)cc1Cl	5	-1	2	·	8	-11	1.0	-5	-22	-3
CCOCC(=O)Nc1cc(C(=O)NCCc2ccccc2)ccc1Cl	-1	-5	2	51	-6	-9	-2.5	1	11	4
COc1ccc(NC(=O)C(C)N=C2NS(=O)(=O)c3ccccc32)cc1S(N)(=O)=O (stereo unspecified)	-2	5	4	0	-5	-12	-1.5	2	-3	3
CC1CC(C)CN(C(=O)Cn2c(=O)n(CCCC(=O)NCc3ccco3)c(=O)c3sccc32)C1 (stereo unspecified)	8	-4	2	7	-3	11	-1.6	-8	2	1
CC1Cc2ccccc2N1C(=O)CSc1nnc(Cn2nnc3ccccc32)n1C (stereo unspecified)	2	19	8	-7	1	-4	-0.4	-2	4	4
CSc1ccccc1C(=O)NCc1ccc2c(c1)OCO2	-1	-3	-7	-8	-12	-9	-0.6	1	·	-2
CC1CCCN(C(=O)COC(=O)CNC(=O)c2ccc(Br)cc2)C1 (stereo unspecified)	7	-2	15	-28	-2	-13	-0.7	-7	-19	1
C=CCn1c(=O)[nH]c(=O)c2c(N)c(C(=O)c3ccc(OC)cc3)sc21	-54	0	4	24	0	5	-2.1	54	-9	-4
Cc1ccc(Cl)cc1N1CCN(C(=O)c2ccc(CN3CCOCC3)cc2)CC1	-9	3	·	-7	-8	-10	-1.9	9	-24	-7
COc1ccc(CCn2c(C)cc(C(=O)CSc3nc(N)cc(=O)[nH]3)c2C)cc1	-81	4	-3	-24	0	-11	-1.1	81*	-4	-1
COc1cc(C(C)=O)ccc1OCC(O)CNCC(O)c1ccccc1 (stereo unspecified)	-5	-1	3	7	-6	-14	-0.3	5	46	-4
CCC(C)c1ccc(NC(=S)NN2CCOCC2)cc1 (stereo unspecified)	33	-2	-1	19	-3	-7	0.6	-33	22	1

2 compounds from above, reduced to Rtt109 HAT inh.
SMILES | Rtt109 HAT inh
O=C(Cc1ccccc1)c1c[nH]c(C(=O)NCCCN2CCOCC2)c1 | -25
O=c1c([N+](=O)[O-])c(N2CCCCC2)c2ccccc2n1-c1ccccc1 | 10

Other entries
SMILES	SR-BI DiI-HDL act	NSD2 HMT inh	Rtt109 HAT inh	MITF TRPM1 HTS	dFosB act	PvdQ inh	CAL PDZ FP-1	SR-BI HDL uptake	PfHsp90 yeast 2	CAL PDZ FP-2
Cc1cc2ncn(/N=C/c3ccc(-c4ccccc4)o3)c2cc1C	20	-1	-2	6	1	0	-1.0	-20	·	-2
CCn1c(CSc2nc3ccccc3s2)nnc1SCC(=O)c1ccc2c(c1)OCCO2	-23	-1	13	-1	-4	-6	-1.9	23	-11	-4
COCCn1c(SCc2ccc(OC)c(F)c2)nnc1-c1ccncc1	·	-3	2	4	1	-3	-0.9	·	-2	·
CNC1(C)[C@H]2CC[C@H](C2)C1(C)C (stereo partly specified)	-17	·	-7	1	1	-8	-0.1	17	-5	-2
CC1CCCN(c2ccc3nncn3n2)C1 (stereo unspecified)	28	-2	-4	4	-1	9	·	-28	-5	-7
CC(NCCN(C)C)C1CCC2C3CCc4cc(O)ccc4C3CCC12C (stereo unspecified)	10	12	3	-87	?	-9	-3.8	-10	-33	1
COc1ccc2c(c1)C(C1C(=O)CCCC1=O)c1ccccc1O2 (stereo unspecified)	27	0	15	8	-3	-2	·	-27	-9	-4
CCOC(=O)c1ccc(N2CCOCC2)c(NC(=O)c2ccc3c(c2)OCO3)c1	-25	0	3	-15	-1	-2	-1.9	25	2	·
C=CCN(CC=C)C(=O)C1CCN(Cc2ccc(OCc3ccccc3)cc2)CC1	13	2	-1	·	-2	-7	-1.3	-13	-6	-3
COc1ccnc(N=CNOCc2ccc(C)cc2)c1C#N	19	-1	4	70	3	-8	-0.4	-19	-21	·
O=C(c1cnc2n(c1=O)CCS2)N1CCc2ccccc21	21	·	2	·	0	3	-0.6	-21	-5	·
COC(=O)CNC(=O)CSc1nc2sc(-c3ccccc3)cc2c(=O)n1-c1ccccc1	-20	·	-5	-10	-3	-8	-1.5	20	-8	-4
Cc1ccccc1CN1CCN(CC(=O)NCc2ccccc2)C1=O	-21	2	-4	9	0	-12	0.3	21	-31	-5
CCOC(=O)n1c(=O)n(Cc2ccc(Cl)c(Cl)c2)c2ccccc21	-2	-1	-5	11	-8	11	0.4	2	·	-3
Cc1cc(Br)ccc1SCC(=O)NCC(c1ccco1)N1CCCCC1 (stereo unspecified)	-5	-1	-3	-3	-8	-8	-0.8	5	-14	-3
CCCC(=O)Nc1ccc(NC(=O)c2cccc(OC)c2)nc1	·	3	0	45	-9	2	-1.8	·	-1	-6
O=C(c1cccc(C(=O)N2CCN(c3ccc(F)cc3)CC2)c1)N1CCN(c2ccc(F)cc2)CC1	-47	2	-5	-22	-7	-11	0.3	47	·	13
COc1cc(C(=O)NNC(=O)COc2ccccc2Cl)ccc1OCC(=O)N1CCOCC1	-22	-3	-8	5	2	-2	-1.6	22	-2	-5
CCOC(=O)Cc1csc(N/N=C/c2ccc(C(F)(F)F)cc2)n1	23	0	9	-12	-10	-8	-1.8	-23	-21	4
O=C1CC(c2cccc([N+](=O)[O-])c2)c2ccc3ccccc3c2N1 (stereo unspecified)	-32	1	-7	18	-3	-7	-2.2	32	-27	0
COc1ccc(NC(=O)CSc2nc3ccccc3cc2Cc2ccccc2)cc1	-26	1	6	17	-6	-5	-2.8	26	-10	0
CC1CCc2c(sc(/N=C/N(C)C)c2C#N)C1 (stereo unspecified)	-28	5	12	55	3	6	-2.1	28	-18	3
COc1ccc(C(=O)NCC(=O)N2CCN(c3ccc(Cl)cc3)CC2)cc1	-3	-2	1	-9	-5	-14	0.2	3	-17	0
FC(F)(F)c1cnc(Sc2ncn[nH]2)c(Cl)c1	0	2	-5	6	5	-13	0.1	0	14	3
O=C(NCc1ccc2c(c1)OCO2)NC12CC3CC(CC(C3)C1)C2	-11	-1	1	2	1	-2	-0.4	11	11	2
CCSc1nnc(-c2c[nH]c3ccccc23)o1	-4	-2	1	45	0	-16	-0.9	4	-23	-6
O=C(CSc1nc(O)c(C(c2ccccc2)c2ccccc2)c(=O)[nH]1)N1CCOCC1	9	-2	3	-3	3	9	5.3	-9	·	2
